Screening results (PubChem)
FXIa mix inh: blocks human factor XIa in pooled compound mixtures. purified FXIa, fluorogenic substrate. inhibition, % at 5 µM. hit rate 0.19% among 62,000. AID 680;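 also: each value is inhibition by a whole ten-compound pool holding the compound; 0% = enzyme with no mixture and 100% = wells lacking enzyme; strong numbers were not always called active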
CatB block: inhibitors of human cathepsin B; P07858; purified cathepsin B, fluorogenic substrate, fluorescence; inhibition, %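 (tested at 10 µM)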; hit rate 0.1% among 63,000; AID 453; in the data active = inhibition above about 21%;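 also: 0% = enzyme with no compound and 100% = no enzyme blank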
CatG inh: blocks human cathepsin G enzyme activity; P08311; purified enzyme, AMC-tetrapeptide fluorescence, pooled mixtures; inhibition, % at 5 µM (by protocol); hit rate 0.2% among 62,000;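 active = inhibition above 20% in each of the two mixture wells holding the compound; inactive = inhibition of 20% or less in either well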;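 also: 0% = enzyme control without mixture and 100% = blank lacking enzyme; strong numbers were not always called active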
C1s block: blocks human complement C1s protease activity; P09871; purified C1s, fluorogenic AMC substrate, pooled mixtures; mean inhibition % of two 10-compound mixtures (stronger effect = higher value), % at 5 µM (by protocol); hit rate 0.16% among 62,000;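 active = inhibition above 20% in each of the two 10-compound mixture wells holding the compound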;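 also: 0% = enzyme wells lacking compound mixture and 100% = no-enzyme blank wells; some compounds called inactive have numbers as strong as hits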
Target sequence (P09871 16-437 limits assumed): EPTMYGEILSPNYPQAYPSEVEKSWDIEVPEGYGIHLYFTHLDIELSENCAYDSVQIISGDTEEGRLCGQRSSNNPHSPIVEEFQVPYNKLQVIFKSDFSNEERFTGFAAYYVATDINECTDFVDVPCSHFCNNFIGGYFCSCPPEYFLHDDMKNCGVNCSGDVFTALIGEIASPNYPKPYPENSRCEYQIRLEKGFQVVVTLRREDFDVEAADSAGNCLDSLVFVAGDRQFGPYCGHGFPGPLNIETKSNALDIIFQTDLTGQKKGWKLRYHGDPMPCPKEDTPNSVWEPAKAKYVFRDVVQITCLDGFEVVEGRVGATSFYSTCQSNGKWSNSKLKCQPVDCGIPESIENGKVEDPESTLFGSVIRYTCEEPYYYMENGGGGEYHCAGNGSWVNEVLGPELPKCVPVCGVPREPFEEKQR
Target sequence (P09871 438-688 limits assumed): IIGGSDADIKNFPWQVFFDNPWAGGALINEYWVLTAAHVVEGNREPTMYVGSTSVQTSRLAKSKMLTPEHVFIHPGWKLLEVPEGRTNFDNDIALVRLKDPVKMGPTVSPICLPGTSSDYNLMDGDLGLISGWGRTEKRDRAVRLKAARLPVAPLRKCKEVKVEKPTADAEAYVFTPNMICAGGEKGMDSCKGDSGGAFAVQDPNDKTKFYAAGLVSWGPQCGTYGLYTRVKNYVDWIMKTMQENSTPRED
Abs 340nm: compounds absorbing at 340 nm; compound absorbance at 340 nm, fold over control; fold change at 10 µM; 65,000 tested, under 10 active; AID 708;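 active = at 10 µM dose, initial 340 nm absorbance at least 2 fold that of control wells; inactive = change under 2 fold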;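 also: initial absorbance extrapolated from kinetic A340 decline of NADH oxidation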
CatB mixtures: human cathepsin B inhibition by mixtures | P07858 | Purified cathepsin B, AMC dipeptide fluorescence, compound mixtures | inhibition, %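 (ten-compound pools at 5 µM per compound and 50 µM total)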 | hit rate 0.06% among 62,000; in the data active = inhibition above about 22%, passing the limit was not always enough; inconclusive = no clear call, values can overlap the other calls;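 also: 0% = enzyme without compound and 100% = no enzyme blank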
CatS block: blocks human cathepsin S protease activity | P25774 | recombinant cathepsin S, AMC dipeptide fluorescence, pooled mixtures | inhibition, %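 (tested at 5 µM per compound within 10-compound mixtures)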 | hit rate 0.06% among 62,000; in the data active = inhibition above about 32%, passing the limit was not always enough; inconclusive = no clear call, values can overlap the other calls;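 also: 0% = enzyme without compound and 100% = blank without enzyme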
Target sequence (P25774 115-331 limits assumed): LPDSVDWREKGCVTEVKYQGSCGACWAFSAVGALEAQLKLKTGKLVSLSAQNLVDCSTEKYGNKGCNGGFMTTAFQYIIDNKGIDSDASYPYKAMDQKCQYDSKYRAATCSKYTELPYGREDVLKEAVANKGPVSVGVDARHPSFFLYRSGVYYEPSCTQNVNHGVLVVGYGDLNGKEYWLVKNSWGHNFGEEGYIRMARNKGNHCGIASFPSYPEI
FXIIa inh mix: inhibitors of human coagulation factor XIIa, pooled mixtures; P00748; purified FXIIa, fluorogenic substrate; inhibition, % at 5 µM; hit rate 0.2% among 62,000; AID 684;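 also: 0% = enzyme without compound and 100% = no enzyme blank; some results filed as inactive read as strong as hits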
CatL inh: blocks human cathepsin L protease activity | P07711 | purified cathepsin L, fluorogenic substrate, fluorescence | inhibition, %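 (tested at 10 µM)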 | hit rate 0.17% among 58,000 | AID 460; in the data active = inhibition above about 45%;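 also: 0% = enzyme with no compound and 100% = no enzyme blank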
An asterisk follows results filed as active; u = inconclusive; x = no result given. Rule as the data show it, unless noted: active = inhibition above about 20% (passing the limit was not always enough); inactive = the rest. The list is partial, so the mix of outcomes need not match the whole.

smiles,FXIa mix inh,CatB block,CatG inh,C1s block,Abs 340nm,CatB mixtures,CatS block,FXIIa inh mix,CatL inh
COc1ccc(Cl)c(Cn2c(NCc3ccco3)nc3c2c(=O)n(C)c(=O)n3C)c1,-1,2,-6,-6,1.1,2,-3,-2,0
CC(C)(C)OC(=O)N1CCC(C(=O)N2CCOCC2)CC1,0,5,2,-32,1,-1,-6,2,3
CCOC(=O)c1c(NC(=O)CN(CC)CC)sc2c1CCN(C(=O)OCC)C2,6,x,10,6,1.1,0,-2,-15,x
N#CCCN(CCC#N)C(=O)c1ccc(Cl)cc1,7,-1,-13,-14,1.1,-3,-6,5,2
CC(OC(=O)CCCN1C(=O)c2ccccc2C1=O)C(=O)Nc1ncc(Cl)cc1Cl (stereo not given),5,8,-10,-20,1.1,7,4,4,10
Cc1ccc(OCC(=O)Nc2ccc(-c3nnc(-c4ccco4)o3)cc2)cc1,2,0,10,9,1.1,3,-4,16,-7
Cc1ccc(S(=O)(=O)NCC(=O)N(CC(=O)NCC2CCCO2)C2CCCC2)cc1 (stereo not given),2,0,6,-43,1,-3,1,-15,24
CCCc1nc2ccccc2n2cc3c(=O)n(C)c(=O)n(C)c3c12,-6,3,5,-3,1,1,-11,-2,x
NC(=O)c1c(NC(=O)CSc2nnc(-c3ccco3)n2-c2ccccc2)sc2c1CCC2,2,-2,2,-7,1,-3,-4,-18,-1
CN1CCN(CC(=O)N(C)c2nc(-c3ccccc3)cs2)CC1,1,1,-11,-33,1,4,13,1,-12
CCOc1ccc(-c2noc(-c3ccncc3)n2)cc1OCC,4,-3,2,8,0.99,5,-10,2,-1
O=C(CSc1nnc(COc2ccc(Cl)cc2)o1)OC1CCCCC1,5,3,9,13,1,9,u,4,-1
COc1ccc(-c2noc(CN3C(=O)c4ccccc4C3=O)n2)cc1,-1,2,-3,-13,1,3,2,7,0
CC(C)c1nnc(NC(=O)Cc2cccs2)s1,9,2,11,14,0.97,9,21,-9,41
CC(=O)C1=C(c2ccccc2)NC(=O)NC1c1ccccc1OCC#N (stereo not given),-22,-1,-23,-55,1.1,-2,-16,4,1
COc1cccc(-c2noc(CCC(=O)NC3CCCCC3)n2)c1,-2,0,8,-14,0.97,0,-2,-5,5
O=C1c2ccccc2C(Nc2ccc3c(c2)OCCO3)N1c1ccccn1 (stereo not given),6,-3,-5,-6,1,-2,0,13,-5
C=CCn1c(SCC(=O)NCc2ccco2)nc2sc3c(c2c1=O)CCCCC3,7,0,9,12,1.2,4,-3,-16,-2
CC(C)N(C(=O)COC(=O)c1ccc(O)cc1)C(C)C,-7,0,7,-27,0.96,-9,-3,-5,0
CN(C)S(=O)(=O)c1ccccc1C#N,7,0,-5,-3,1.1,-2,7,-14,3
O=C(CSc1nn(-c2ccc(Cl)cc2)c(=S)s1)N1CCN(C(=O)c2ccco2)CC1,2,2,7,2,1,3,2,1,x
O=C(c1c[nH]c2ccccc12)C(O)C(c1ccccc1)N1CCOCC1 (stereo not given),-2,-3,-7,-43,1,-8,-15,10,-2
CCCCC(NC(C)=O)c1nc2ccccc2[nH]1 (stereo not given),8,-1,3,2,1,5,7,10,x
O=S(=O)(Nc1ccc(-c2cn3ccsc3n2)cc1)c1ccc2c(c1)OCCO2,12,3,8,14,0.97,0,-1,-1,8
CC12CCC(C(=O)N3CCc4ccccc43)(CC1=O)C2(C)C (stereo not given),5,-1,-2,0,1,-2,0,8,0
COc1ccccc1NC(=O)CN1CCN(Cc2ccccc2)CC1,7,0,3,-16,1,-2,4,10,0
CCOC(=O)Cn1c(C)cc(=O)c2cccc(C)c21,-2,-1,3,4,1,-8,5,3,0
COC(=O)c1ccccc1NC(=O)CSc1n[nH]c(CC(C)C)n1,8,-3,-2,-1,1.1,-3,1,18,x
CC(=O)NS(=O)(=O)c1ccc(NS(=O)(=O)c2ccc(F)cc2)cc1,4,1,-11,-32,0.98,-1,-8,8,-3
COC(=O)c1c(NC(=O)CN2CCN(c3ccccc3OC)CC2)c2cc(C)ccc2n1C,-6,4,-13,-41,1.1,-4,-8,11,-1
CC(=O)N1CCc2cc(S(=O)(=O)Nc3cccc(C(F)(F)F)c3)ccc21,3,0,-4,-36,1.1,1,0,6,3
CSc1nc2cc(F)c(F)cc2n1C,10,3,9,-5,1.1,4,9,6,13
CCOC(=O)CNC(=O)Nc1cccc(Cl)c1C,27,0,31,5,1,-2,14,-2,24
O=C(Cc1ccccc1)N1CCCC(c2nc(-c3cccs3)no2)C1 (stereo not given),1,3,-5,1,1,4,-10,0,-11
CC(=O)c1cccc(NC(=O)NCCS(C)=O)c1 (stereo not given),-3,-2,1,3,1,-1,6,3,1
Cc1ccccc1C(=O)NC1CC(C)(C)NC(C)(C)C1,0,-8,9,-4,0.98,-3,11,7,26
CCN(CC)C(=O)CSc1nc2ccc(NC(=O)CSc3nccn3C)cc2s1,5,6,12,14,1,4,-12,-3,-3
CCn1c(NC(=O)c2cccs2)nc2ccccc21,9,3,11,14,1.1,2,1,2,2
COc1ccc(-n2c(Cc3cc(=O)[nH]c(=O)[nH]3)nnc2SCC(=O)NC2CCCC2)cc1,11,2,-3,-2,1.1,12,1,-5,-1
Cc1c(C(=O)Nc2ccccc2)oc2c1C(=O)CC(C)(C)C2,5,6,7,7,1,5,2,0,1
c1ccc(-n2nnnc2SCc2cccc3nsnc23)cc1,5,0,-1,-8,0.98,-2,0,11,4
COC(=O)C1C(=O)c2c([nH]c(C(=O)OCC3CCCO3)c2C)CC1C (stereo not given),-2,-3,2,-36,1,2,7,-1,9
Cc1ccc(C2=CC(c3ccc(N(C)C)cc3)n3nnnc3N2)cc1 (stereo not given),-1,1,9,-2,1.1,1,8,0,2
CC(=O)N1c2ccccc2C(=O)C1N1CCCCC1 (stereo not given),7,3,10,0,1.1,0,-2,6,11
COCCNC(=O)c1ccccc1NC(=O)CN(c1ccc2c(c1)OCO2)S(C)(=O)=O,6,4,8,13,1,3,-2,8,-1
O=C(NCc1ccccn1)C1CCN(S(=O)(=O)N2CCCCC2)CC1,6,0,14,16,1.1,1,-4,3,30
CC(C)(C)NC(=O)CSc1nnc(CN2CCCCCC2=O)n1-c1ccccn1,9,-5,-2,1,1,5,4,7,20
Cc1cc(C)c(NC(=O)c2cc3c(nc4sccn43)s2)c(C)c1,6,2,-3,-27,1.1,3,-5,-27,-5
CC(=O)CC(=O)Nc1cccc2c1CCCC2,-1,3,3,-5,1.1,1,5,-7,x
Nc1nonc1-c1noc(CCCCCN2C(=O)c3ccccc3C2=O)n1,14,6,26,8,0.99,14,-2,4,12
COc1cc2c(cc1OC)-c1cc(NC3CCCCCC3)nc(=O)n1CC2,0,3,2,-40,1.1,0,-5,8,-40
Nc1nc(-c2ccccc2Br)cs1,-33,0,-32,-190,0.98,-12,-21,5,-1
Cc1cc(C(=O)NCCCn2ccnc2)sc1-c1ccccc1,4,0,10,13,1.1,2,10,4,22
CCn1c(=O)c2ccccc2n2c(SCC(=O)NCc3cccs3)nnc12,-5,0,-9,-7,0.98,-1,-1,-11,23
N#Cc1ccc(Cn2c(=O)c(C#N)c3n(c2=O)CCC3)cc1,9,8,-4,-20,1.2,4,14,5,x
COc1cccc(C2=NOC(C(=O)Nc3cccnc3)C2)c1 (stereo not given),8,-1,12,13,1,5,-3,9,-8
CCOC(=O)CC(/C(C)=N\O)c1ccccc1 (stereo not given),5,-2,4,-3,1.1,-2,0,1,-10
O=C(CN1CCOCC1)Nc1nc(-c2ccc3c(c2)CCN3S(=O)(=O)c2ccccc2)cs1,7,4,-2,2,0.95,2,-3,-11,0
Cc1nnc(SCc2cnc(-c3ccccc3)o2)[nH]c1=O,1,1,11,2,1,-7,-7,4,-4
O=C(c1ccc(Br)cc1)C1CCc2occc2C1=O (stereo not given),1,-2,-2,2,1,1,1,11,4

(cont.)
smiles,FXIa mix inh,CatB block,CatG inh,C1s block,Abs 340nm,CatB mixtures,CatS block,FXIIa inh mix,CatL inh
COc1ccc(CNc2nc3nc(C)c(Cl)c(C)n3n2)cc1OC,5,-2,0,-1,1,7,4,18,1
Cc1c(NC(=O)c2cc(-c3ccc4c(c3)OCO4)on2)c(=O)n(-c2ccccc2)n1C,8,4,12,-9,1,6,6,5,32
Cc1ccc(Cl)cc1N1CCN(C(=O)C2CCN(S(=O)(=O)c3cccnc3)CC2)CC1,-2,5,5,-30,1.1,0,-1,-18,3
Cc1ccc(Cn2c(SCC(C)C)nc3c2c(=O)[nH]c(=O)n3C)cc1,2,7,-6,-9,1,3,7,1,4
CN1C(=S)SC(/[N+]([O-])=C/c2cccnc2)C1(C)C (stereo not given),4,0,7,8,1,1,-21,-8,-17
O=C(CCC(=O)N(Cc1ccco1)C(C(=O)NC1CCCC1)c1ccncc1)Nc1cccnc1 (stereo not given),4,5,12,12,0.98,1,-2,-3,8
CCN(CC)c1ccc(C2C(C(=O)OC)=C(C)NC(C)=C2C(=O)OC)cc1,3,3,10,11,1.1,2,-3,4,1
CCc1nc(SCC(=O)N2CCOCC2)c2c(=O)n(C)c(=O)n(C)c2n1,5,-2,-4,2,1,3,-4,8,x
CC1(C)CC(=O)C2=C(C1)N(c1ccccc1C#N)C(N)=C(C#N)C2c1cccs1 (stereo not given),5,2,4,-2,1.1,0,9,-2,23
CCOC(=O)c1nnn(-c2nonc2-n2cccc2)c1CN1CCC(C)CC1,5,-8,-2,-31,0.98,3,1,2,8
